# Screening data from PubChem BioAssay.
# GCN5L2 inh – blocks human GCN5L2 histone acetyltransferase | GCN5L2 HAT assay, ThioGlo1 CoA-SH fluorescence | AID 504327 | 390,000 tested, 0.21% active | Potency, µM (series often up to 58.9 µM), inactives show at the highest dose activity change, negative = inhibition, actives largely listed as inhibitors | Q92830
#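 qHTS, 1536-well. 20nM enzyme, pH 7.5 HEPES/EDTA/Tween-20 buffer; 15 min compound preinc., RT. Start: 75uM H3(1-25), 70uM AcCoA, 50uM ThioGlo1. Read Ex340/Em540 at t=0 (autofluorescence flag) and t=20 min.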
# FEN1 inh – human FEN1 inhibition. P39748. Recombinant FEN1 flap cleavage, fluorescence, 15 min. Potency, µM (titrated, usually from 114 µM), for inactives: at the top dose activity change, negative = inhibition, actives largely listed as inhibitors. 390,000 tested, 0.35% active. AID 588795; further: nearly all actives have a fitted effect of over 65% in size
# Target sequence (P39748 whole entry, looked up): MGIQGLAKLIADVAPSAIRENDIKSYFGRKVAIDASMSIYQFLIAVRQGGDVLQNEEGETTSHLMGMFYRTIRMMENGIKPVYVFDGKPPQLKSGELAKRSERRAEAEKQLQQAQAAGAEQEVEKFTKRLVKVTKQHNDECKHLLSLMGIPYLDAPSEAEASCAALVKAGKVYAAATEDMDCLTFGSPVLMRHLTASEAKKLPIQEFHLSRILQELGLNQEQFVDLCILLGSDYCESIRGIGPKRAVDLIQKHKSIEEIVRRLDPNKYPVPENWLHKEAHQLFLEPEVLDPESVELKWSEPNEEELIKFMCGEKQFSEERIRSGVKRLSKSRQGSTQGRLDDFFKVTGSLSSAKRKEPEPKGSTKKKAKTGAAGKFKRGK
#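 In this screen, 50 nM flap DNA substrate was added to 10 nM FEN1 pretreated with compound for 15 min at room temperature; cleavage was followed with reads at 0 and 15 min, and Hill fitting gave concentration–response parameters.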
# DT40 TDP1 CPT – DT40-hTDP1 cell growth loss with CPT. chicken DT40 Tdp1-/-;hTDP1 cells + 20 nM CPT, ATP luminescence, 48 h. Potency, µM (highest dose often 46.2 µM), without a hit: at the top dose activity change, negative = growth inhibition, most hits filed as inhibitors. 420,000 tested, 12% active. AID 686979; further: nearly all actives have a fitted effect of over 55% in size
#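 Chicken DT40 Tdp1-/- cells complemented with human TDP1, 400 cells/well, exposed to compounds plus 20 nM camptothecin for at least 48 h at 37 C; viability read as ATP content by CellTiter-Glo luminescence.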
# * marks the source's active call; other numbers are inactive results; u = inconclusive; x = not tested or not shown; & = joins results of further samples; [ ] = dose if it differs, or a comment. The call rests on the fitted dose curve; in most records, active means well fitted curve in the direction sought with a large enough effect; inconclusive means small, poorly fitted or top-dose-only effect, or another doubt; inactive means no such curve, though single readings can be large; an effect the other way counts as inactive or inconclusive. On the % scale 0 is the no-effect control and ±100 the full control effect; potency means the concentration at half of the fitted maximal effect.
SMILES,GCN5L2 inh,FEN1 inh,DT40 TDP1 CPT
Cc1ccccc1C(=O)Nc1cc(-c2ccc(Cl)cc2)nn1-c1ccccc1,-13%,1%,u
S=C1NCN(Cc2cccnc2)CN1,0%,1%,11%
C=CCNC(=S)Nc1cc(Cl)ccc1OC,-3%,6%,-8%
Cc1cccc(-c2c3c(=O)n(C)c(=O)n(C)c3cn2-c2ccc(O)cc2)c1,x,0%,u
CCc1ccc2occ(CC(=O)N(Cc3ccccc3)C3CCS(=O)(=O)C3)c2c1 (stereo unspecified),-2%,-11%,u
O=C1CCc2cc(-c3csc(-c4ccc(O)cc4)n3)ccc2N1,x,-19%,11µM*
CN(C)c1ccc(NC(=O)Nc2cccc3ccccc23)cc1,0%,-2%,-21%
O=C(c1ccc2c(=O)n3c(nc2c1)CCCCC3)N1CCCCC1,-2%,-2%,-29%
COCCCNC(=O)C1CCCN(c2ncnc3onc(C)c23)C1 (stereo unspecified),-18%,-1%,18µM*
COc1ccc(N2C(=O)CC(C#N)=C2N)cc1,-4%,-5%,11%
CC1CCCCN1CCCNc1ccc(C(CC(N)=O)NC(=O)Cc2cccc3ccccc23)cc1[N+](=O)[O-] (stereo unspecified),u,-8%,9%
O=C(N/N=C/c1ccc(Cl)c(Cl)c1)c1ccc2nc[nH]c2c1,-14%,25%,-76%
O=C(/C=C/c1cn(CC(O)CN2CCCCCC2)c2ccccc12)c1ccc(Br)cc1 (stereo unspecified),-16%,-10%,16µM*
Oc1c(C(c2ccco2)N2CCOCC2)sc2ncnn12 (stereo unspecified),-7%,-3%,11%
Cc1ccccc1C(=O)Nc1nnc(SCC(=O)NCc2ccco2)s1,u,-6%,0%
O=C(Cn1nc(-c2ccccc2)c2ccccc2c1=O)NCC1CCCO1 (stereo unspecified),1%,0%,2%
COc1ccc(NC(=O)C(=O)NCCN2CCN(C(=O)c3ccco3)CC2)cc1,0%,4%,7%
Cc1ccc(S(=O)(=O)C(CNC(=O)c2ccc(F)c(F)c2)c2ccco2)cc1 (stereo unspecified),-1%,-10%,16µM*
Cc1ccc(C)c(NC(=O)C(Sc2nc3ccccc3c(=O)n2CC(C)C)c2ccccc2)c1 (stereo unspecified),0%,-3%,4.1µM*
COc1cccc(NC(=O)CN(C)C(=O)c2cc3c(s2)CCC(C)C3)c1 (stereo unspecified),-26%,-13%,-3%
Cc1sc2ncn(CC(=O)N3CCN(c4ccc(Cl)cc4)CC3)c(=O)c2c1S(=O)(=O)N1CCN(c2ncccn2)CC1,-7%,9%,12µM*
Oc1cc(Cc2ccccc2)cnc1CN1CCCCC1,2%,-3%,6%
Cc1nnc(SC(C)C(=O)Nc2sc3c(c2C#N)CCCC3)[nH]c1=O (stereo unspecified),-6%,-1%,16%
CCn1c2ccccc2c2cc(N=C3SC(CC(=O)Nc4ccccc4OC)C(=O)N3C)ccc21 (stereo unspecified),-6%,-3%,u
CCOCCCNC(=S)N(Cc1ccccc1)Cc1nc2ccccc2c(=O)[nH]1,0%,-9%,-24%
CCOc1cc(C(=O)N/N=C/C2CC=CCC2)cc(OCC)c1OCC (stereo unspecified),0%,9%,2%
O=C(COC(=O)c1cccnc1)Nc1ccccc1,-5%,8%,0%
Cc1ccc2c(c1)C1CC(C)(O2)N(c2cccc(C(=O)NCc3ccccn3)c2)C(=O)N1 (stereo unspecified),0%,2%,u
CCN(CC)S(=O)(=O)c1ccc(Nc2ccc(-c3ccc4c(c3)OCCO4)nn2)cc1,4%,-17%,5.2µM*
COc1cccc2sc(N(CCCN(C)C)C(=O)c3sc4ccccc4c3Cl)nc12,-3%,-1%,u
c1ccc(Cc2nnc3sc(-c4ccc5c(c4)OCCO5)nn23)cc1,-9%,10%,0%
NS(=O)(=O)c1ccc(NC(=O)CCC(=O)c2cccs2)cc1,-5%,14%,0%
CCCCOC(=O)Cn1c(-c2ccccc2)nc2ccccc2c1=O,-5%,-1%,0%
CC1CCN(C(=O)CSc2nnc(-c3cccnc3)n2C2CCCCC2)CC1,-9%,-18%,-19%
N#CCSc1n[nH]c2nc3c(c(=O)n12)C1(CCCCC1)Cc1ccccc1-3,u,7%,-11%
Cc1ccc(C(=O)CSc2nc(C)cc(C)c2C(=O)Nc2cccc(C)c2)cc1,-16%,-13%,21µM*

# The closing five compounds of the section above lead into the next.
SMILES,GCN5L2 inh,FEN1 inh,DT40 TDP1 CPT
NS(=O)(=O)c1ccc(NC(=O)CCC(=O)c2cccs2)cc1,-5%,14%,0%
CCCCOC(=O)Cn1c(-c2ccccc2)nc2ccccc2c1=O,-5%,-1%,0%
CC1CCN(C(=O)CSc2nnc(-c3cccnc3)n2C2CCCCC2)CC1,-9%,-18%,-19%
N#CCSc1n[nH]c2nc3c(c(=O)n12)C1(CCCCC1)Cc1ccccc1-3,u,7%,-11%
Cc1ccc(C(=O)CSc2nc(C)cc(C)c2C(=O)Nc2cccc(C)c2)cc1,-16%,-13%,21µM*
COC(=O)[C@]1(C)N[C@H](c2ccc(-c3cccc(Cl)c3)cc2)[C@@H]2C(=O)N(C)C(=O)[C@@H]21,2%,-15%,u
Cc1[nH][nH]c(=O)c1C(c1c(C)[nH][nH]c1=O)c1cn(Cc2ccc(F)cc2)c2ccccc12,-4%,u,6.5µM*
O=c1c(CCc2ccccc2)nc2cnc(Oc3cccc(Cl)c3)nc2n1C[C@H]1CCCO1,-15%,x,u
CC(C)c1[nH]nc2c1C(Cc1ccccc1)C(C#N)=C(N)O2 (stereo unspecified),-8%,5%,-25%
COCCCNC(=O)CN1C(=O)COc2ccc(S(=O)(=O)N3CCCCCC3)cc21,-3%&2%,-4%&10%,2%&-6%
O=c1oc2cc(O)ccc2cc1-c1ccccc1,u,7%,-21%
C=CCN(C(=O)OC(C)(C)C)S(=O)(=O)NCc1ccccc1,1%,-4%&-6%,-5%&-1%
O=C(CCn1c(=O)oc2ccccc21)Nc1cccc(Cl)c1,-2%,-11%,8%
CC(C)C(=O)N1CCN(c2ccccc2NC(=O)COc2ccc(C3CCCCC3)cc2)CC1,-11%,-10%,u
O=c1oc(C2(O)CCCCC2)cc2ccc(-c3ccc4[nH]ccc4c3)cc12,1%,4%,12µM*
O=C(NCC1CCCC(CNC(=O)Nc2ccc(Cl)cn2)C1)Nc1ccc(Cl)cn1 (stereo unspecified),-7%,6%,u
CC(C)CNC(=O)C1CCN(CC2CCCCC2)CC1,-18%,6%,-4%
O=C(CCNC(=O)c1ccc([N+](=O)[O-])cc1)Oc1ccc(F)c(F)c1,-1%,1%,-6%
COc1ccc(C(=O)Nc2ccccc2N2CCOCC2)cc1S(=O)(=O)N1CCOCC1,-2%,21%,u
COc1ccc(OC)c(S(=O)(=O)N2CCN(C(=O)CCc3ccccc3)CC2)c1,x,3%,-3%
COc1ccc(-c2nn(-c3ccccc3)cc2CN(C)CCn2ccnc2C)c(F)c1,-6%,-4%,18µM*
COc1cc(CN2CCNC(=O)C2CC(=O)N2CCc3ccccc3C2)cc(OC)c1 (stereo unspecified),-7%,-4%,-14%
Cc1cc(NC(=O)COC(=O)CCS(=O)(=O)c2cc(Cl)ccc2Cl)no1,0%,0%,u
O=C1CCN(Cc2ccccc2)C=C1C(=O)c1ccccc1,x,-15%,-20%
CCOc1ccc(C(=O)/C=C/c2cn(CN3CCN(C)CC3)c3ccccc23)cc1,-11%,u,-20%
CN(C)c1ccc(/C=C(\NC(=O)c2ccccc2)C(=O)NCCCN2CCOCC2)cc1,u,9%,-12%
CCN(CC)C(=O)COc1ccc(C=O)cc1OC,-1%,1%,21%
C[C@@H]1[C@H](c2ccccc2)OCCS(=O)(=O)N1Cc1ccc(F)cc1,x,-18%,u
CC(C)(C)CN1CCN(Cc2nc(-c3ccc(F)cc3)cs2)CC1CCO (stereo unspecified),-23%,15%,16µM*
COc1ccc(C(=O)Nc2cccc(-c3cnc4ccccc4n3)c2)cc1,-10%,-9%,u
O=C(NCc1ccco1)c1cc(-c2ccc(Cl)cc2)on1,-2%,13%,-20%
O=C(Cc1ccc(F)cc1)NCCc1ccc(F)cc1,u,0%,-4%
O=C(c1sc2ccccc2c1Cl)N(Cc1cccs1)C1CCS(=O)(=O)C1 (stereo unspecified),-20%,-23%,u
COc1cccc(NC(=O)CCc2c(C)nc3nc(CNC(=O)c4cccc(F)c4)nn3c2C)c1,-1%&-3%,-15%&13%,u
COc1cccc(OC)c1OCCN(C)C,-3%,3%,1%
CCOc1ccccc1NC(=O)C(NS(=O)(=O)c1cccc2nsnc12)c1ccccc1 (stereo unspecified),-1%,-14%,-3%
COCCNC(=O)c1ccc2c(c1)nc(C)n2-c1cccc(F)c1,1%,3%,-9%
COc1ccccc1C(=O)n1nc(C)cc1C,-13%,-1%,2%
COc1ccc(CNC(=O)Cn2ccc3cc(S(=O)(=O)N4CCCCCC4)ccc32)c(OC)c1,-16%,8%,u
CN(C)C1=NC(=O)/C(=C\c2ccccc2)S1,-11%,16%,-7%
C#CCSc1nnc(C)c(C)n1,x,0%,-12%

# Random excerpt: 2 records from the list.
SMILES,GCN5L2 inh,FEN1 inh,DT40 TDP1 CPT
O=C(NCc1ccco1)c1cc(-c2ccc(Cl)cc2)on1,-2%,13%,-20%
COCCNC(=O)c1ccc2c(c1)nc(C)n2-c1cccc(F)c1,1%,3%,-9%

# Remaining list, next part.
SMILES,GCN5L2 inh,FEN1 inh,DT40 TDP1 CPT
CC(=O)Nc1ccc2nc(-c3ccco3)[nH]c2c1,-3%,-2%,-16%
O=C1c2cc(S(=O)(=O)NCCO)ccc2-c2ccc(S(=O)(=O)NCCO)cc21,-6%,2%,30%[activator]
Cc1nnc(N(Cc2ccco2)C(=O)c2cccc(C#N)c2)s1,-14%,-3%,u
CC1=C(C(=O)NCc2ccco2)C2(CCC(C)CC2)OC1=O (stereo unspecified),-6%,16%,u
CN1CCN(S(=O)(=O)c2ccc(-c3ccc(Cl)cc3)cc2)CC1,-1%,0%,u
CC(=O)Oc1ccc2c(c1)cc(C)n2C,-4%,2%,-3%
COc1cc(S(=O)(=O)Nc2cccc3cn[nH]c23)c(OC)cc1Cl,-20%,-8%,-12%
O=C(CCc1ccccc1)Nc1nc2n(n1)C(c1ccccc1)CC(=O)N2 (stereo unspecified),-8%,-12%,-2%
COc1cc(OC)c2c(O)c3c(c(-c4c5c(c(O)c6c(OC)cc(OC)cc46)CO[C@@H](C)[C@H]5O)c2c1)[C@H](O)[C@H](C)OC3,u,u,-20%
COc1ccc(C(NC(=O)CC(C)C)NC(=O)CC(C)C)cc1OC,1%,9%,-1%
O=S(=O)(Nc1nc2ccccc2nc1Nc1ccc2c(c1)OCCO2)c1cccs1,-16%,-11%,-1%
COc1cccc(-c2noc(C3CCCN(C(=O)c4ccc(F)cc4F)C3)n2)c1 (stereo unspecified),2%,-15%,-28%

# Single records, as listed above. Values in the order: GCN5L2 inh | FEN1 inh | DT40 TDP1 CPT
# Entry for `COc1ccc(C(NC(=O)CC(C)C)NC(=O)CC(C)C)cc1OC` : 1% | 9% | -1%
# Entry for `CC1=C(C(=O)NCc2ccco2)C2(CCC(C)CC2)OC1=O` (stereo unspecified) : -6% | 16% | u

# Remaining list, next part:
SMILES,GCN5L2 inh,FEN1 inh,DT40 TDP1 CPT
O=C(COC(=O)c1ccc(Cl)c(S(=O)(=O)N2CCOCC2)c1)Nc1ccc2[nH]c(=O)[nH]c2c1,-12%,-32%,16%
CCC(=O)Nc1cccc(-c2cn3cccc(C)c3n2)c1,-8%,7%,-12%
CCOC(=O)c1nn(-c2ccc(OCC)cc2)c(C)c1C(C)=O,-1%,5%,7%
O=C(COc1ccc([N+](=O)[O-])cc1)N1CCN(c2nnc(-c3ccccc3)c3ccccc23)CC1,6%,-5%,21µM*
COc1ccccc1NC(=O)CN1C(=O)CCS(=O)(=O)c2ccccc21,-6%,6%,-1%
COc1ccc(S(=O)(=O)N2CCN(Cc3ccccc3)CC2)cc1OC,-2%,-12%,-8%
COc1ccc(S(=O)(=O)n2nc(-c3ccc(Cl)cc3)cc2N)cc1OC,-23%,u,u
Cc1ccc(N2CCN(C(=O)C3CCN(c4ncnc5c4nc4n5CCCCC4)CC3)CC2)c(C)c1,-7%,4%,21µM*
Nc1cccc2c1C(=O)N(C(=O)/C=C/c1cccc(F)c1)C2=O,-9%,7%,u
COc1cc(C2c3c(n[nH]c3C)C(=O)N2c2ccc(Br)cc2)ccc1O (stereo unspecified),-23%,-10%,0%
Cc1cccc(CCNc2nc3ccccc3n3nnnc23)c1,-2%,-3%,-18%

# Only DT40 TDP1 CPT and GCN5L2 inh, for 3 of the compounds above:
mol	DT40 TDP1 CPT	GCN5L2 inh
O=c1oc(C2(O)CCCCC2)cc2ccc(-c3ccc4[nH]ccc4c3)cc12	12µM*	1%
O=C(NCC1CCCC(CNC(=O)Nc2ccc(Cl)cn2)C1)Nc1ccc(Cl)cn1 (stereo unspecified)	u	-7%
CC(C)CNC(=O)C1CCN(CC2CCCCC2)CC1	-4%	-18%

# An excerpt (hit frequency here may not be typical).
